MEX-5 binding: C. elegans MEX-5 TCR-2 RNA binding activity | Q9XUB2 | MEX-5/FITC-TCR2 RNA binding, fluorescence polarization; stronger effect = lower value | activity score (negative = inhibition of binding), % at 10 µM | actives 0.38% (n = 300,000);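 active = inhibition past about -25% in most replicates, and total fluorescence under double the plate's negative control median, limit read from the data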;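 also: 0% = DMSO and -100% = 5 µM competing unlabeled TCR2 RNA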
Target sequence (Q9XUB2 whole entry, looked up): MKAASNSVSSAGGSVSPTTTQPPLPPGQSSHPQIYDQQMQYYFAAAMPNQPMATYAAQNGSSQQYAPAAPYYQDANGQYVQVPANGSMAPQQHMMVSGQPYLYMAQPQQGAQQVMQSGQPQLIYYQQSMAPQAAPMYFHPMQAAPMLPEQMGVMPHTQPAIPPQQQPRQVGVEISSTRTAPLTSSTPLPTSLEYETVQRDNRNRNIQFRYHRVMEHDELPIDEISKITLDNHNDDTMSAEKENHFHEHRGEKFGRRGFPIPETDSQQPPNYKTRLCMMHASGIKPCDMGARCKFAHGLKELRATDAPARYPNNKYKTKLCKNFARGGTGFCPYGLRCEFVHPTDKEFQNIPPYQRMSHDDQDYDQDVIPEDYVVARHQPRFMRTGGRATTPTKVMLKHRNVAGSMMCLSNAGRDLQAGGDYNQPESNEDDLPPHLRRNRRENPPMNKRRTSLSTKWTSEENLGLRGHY
pPAFAH inh: pPAFAH (human) enzyme inhibition. Q13093. recombinant pPAFAH, FP-rhodamine probe fluorescence polarization. inhibition, % at 3.39 µM. actives 1.5% (n = 330,000);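 active = inhibition above the mean inhibition across the screen plus 3 SD, cut at about 25% in these data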;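 also: inhibitors block binding of the rhodamine activity-based probe so polarization drops; 0% = enzyme with DMSO and 100% = wells lacking pPAFAH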
GLD-1 TGE inh: GLD-1-TGE RNA interaction inhibition (C. elegans). purified GLD-1 + fluorescein TGE RNA, fluorescence polarization. actives 0.44% (n = 320,000). inhibition, % at 5.96 µM. Q17339. AID 2280;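 active = percent inhibition above a per-plate cutoff, the plate mean of test compounds plus 3 SD, cut at about 30% in these data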;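 also: 0% = DMSO wells with GLD-1 and probe and 100% = wells lacking GLD-1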
Target sequence (Q17339 whole entry, looked up): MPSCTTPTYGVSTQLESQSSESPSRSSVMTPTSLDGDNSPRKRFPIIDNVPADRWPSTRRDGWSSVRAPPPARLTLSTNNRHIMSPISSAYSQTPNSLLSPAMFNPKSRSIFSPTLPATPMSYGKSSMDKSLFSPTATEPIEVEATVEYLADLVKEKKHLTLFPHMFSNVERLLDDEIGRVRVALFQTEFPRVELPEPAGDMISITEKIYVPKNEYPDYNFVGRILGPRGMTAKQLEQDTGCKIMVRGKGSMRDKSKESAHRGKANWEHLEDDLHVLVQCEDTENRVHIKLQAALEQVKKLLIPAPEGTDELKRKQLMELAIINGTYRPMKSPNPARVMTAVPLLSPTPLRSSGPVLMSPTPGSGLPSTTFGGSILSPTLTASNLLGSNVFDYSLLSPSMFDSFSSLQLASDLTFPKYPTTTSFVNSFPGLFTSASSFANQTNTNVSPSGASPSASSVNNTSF
PAFAH1B2 inh: inhibitors of human PAFAH1B2 | P68402 | recombinant PAFAH1B2, FP-rhodamine activity probe, fluorescence polarization | inhibition, % at 3.39 µM | actives 1.2% (n = 340,000);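 active = inhibition above the mean of all tested compounds plus 3 SD, cut at about 24% in these data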;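 also: 0% = enzyme with DMSO and 100% = wells lacking PAFAH1B2; many of its hits are not listed in these tables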
MCL1 BIM primary: MCL1-BIM-BH3 interaction inhibition (human) | inhibition, % at 10.9 µM | GST-MCL1 / FITC-Bim-BH3 fluorescence polarization | Q07820 | actives 0.68% (n = 320,000);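 active = inhibition above the mean inhibition of all tested compounds plus 3 SD, set per campaign, cut at about 40% in these data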;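 also: 0% = DMSO wells and 100% = unlabeled Bim-BH3 peptide control; higher means more loss of mP so more displacement of Bim peptide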
PME-1 primary: PME-1 (human) inhibition. recombinant PME-1, FP-Rh probe fluorescence polarization. inhibition, % at 5.9 µM. actives 0.53% (n = 320,000). AID 2130;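 active = inhibition above the campaign mean of all compounds plus 3 SD, cut at about 26% in these data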;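 also: competitive labeling of PME-1 active site by serine hydrolase directed probe; 0% = PME-1 with DMSO and 100% = wells lacking PME-1 enzyme; inhibitors block probe labeling so polarization falls and inhibition rises; many of its hits are not listed in these tables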
AHR act: activates the human aryl hydrocarbon receptor; actives 2.5% (n = 320,000); AHR-responsive luciferase reporter cells, luminescence; AID 2796; activation, % at 5 µM; in the data active = activation above about 47%;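 also: 0% = vehicle wells and 100% = reference agonist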
Bcl-xL primary: Bcl-xL (human) inhibition | Q07817 | GST-Bcl-xL / FITC-Bim BH3 peptide fluorescence polarization | inhibition, % at 10.9 µM | actives 0.7% (n = 320,000) | AID 2129;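 active = inhibition above the mean of all tested compounds plus 3 SD, cutoff set per campaign, cut at about 30% in these data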;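 also: 0% = DMSO wells and 100% = unlabeled Bim-BH3 peptide competitor; inhibitors lower millipolarization by displacing the labeled peptide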
Fam108B counter: Fam108B inhibition, counter-screen for RBBP9 inhibitors. recombinant Fam108B, FP-Rh probe fluorescence polarization. actives 0.33% (n = 300,000). AID 1947. inhibition, % at 9.51 µM;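 active = inhibition above the screen mean inhibition plus 3 SD, computed separately per campaign, cut at about 18% in these data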;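 also: inhibitors lower polarization as less probe binds the enzyme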
Starred values were filed as active, the others as inactive; . = no result given. Only part of the results is shown (hit frequency here may not be typical).

SMILES	MEX-5 binding	pPAFAH inh	GLD-1 TGE inh	PAFAH1B2 inh	MCL1 BIM primary	PME-1 primary	AHR act	Bcl-xL primary	Fam108B counter
CCOc1ccc(Nc2ccc(N3C(=O)CCC3=O)cc2[N+](=O)[O-])cc1	2.2	9	-2	0	3	2	3	4	6
CC(C)(C)SCCSC1=CC(=O)CC(c2ccccc2)C1 (configuration not stated)	-3.2	4	9	0	-4	-3	4	2	1
C/C(=N\Nc1ccc(F)cc1F)c1ccc(N2CCOCC2)cc1	1.4	3	2	3	3	1	41	10	6
Cc1cc(NC(=O)C2CCCCC2)n(-c2nc3ccccc3[nH]2)n1	2.6	3	1	5	14	-9	31	2	-1
Cc1ccc2[nH]c(=O)c3cc(C(=O)N(C)c4ccc(C)c(C)c4)sc3c2c1	-2.6	-1	0	0	2	-3	14	0	-5
O=c1c(-c2ccc(Cl)cc2)[n+]([O-])c2ccccc2n1O	2.0	5	14	1	29	4	37	29	-2
COc1cc([N+](=O)[O-])cc(/C=N/NC(=O)c2cc(-c3ccccc3)nc3ccccc23)c1O	-0.6	36*	-23	-8	-16	-7	4	-7	2
CCn1cc(/C=C(\NC(=O)c2ccccc2OC)C(=O)NCCCN2CCOCC2)c2ccccc21	2.3	6	-1	6	3	2	3	4	-6
CCOc1ccc2nc(SCC(=O)Nc3ccc4c(c3)OCCO4)[nH]c2c1	1.3	8	9	2	1	27*	27	7	3
CC(C(=O)NC1CCS(=O)(=O)C1)N1C(=O)/C(=C/c2ccc(Cl)cc2)SC1=S (configuration not stated)	-1.6	5	-1	3	14	-11	2	9	9
Cc1nn(Cc2c(F)cccc2Cl)c(C)c1NC(=O)C1CC1	-0.8	5	-13	4	5	-6	1	6	0
CCSc1nnc(NC(=O)c2cc(C)oc2C)s1	4.2	-5	4	0	2	4	5	-6	-1
COc1ccc(CNC(=O)C(=O)NCCC2CCCCN2S(=O)(=O)c2cccs2)cc1 (configuration not stated)	2.2	2	3	25*	2	-1	0	4	-1
COc1cccc(C2C(C#N)=C(N)Oc3cc(C)[nH]c(=O)c32)c1OC (configuration not stated)	-1.0	5	0	-1	-2	-9	-1	1	6
C=CCn1c(Cc2cccs2)nnc1SCC(=O)Nc1ccc(C(=O)OCC)cc1	-1.1	-2	2	4	-3	6	-2	-4	1
COC(=O)c1ccccc1NC(=O)CSc1nc2cccnc2n1C	-4.1	3	13	2	0	3	-1	-1	7
O=C(Cn1cc2c(n1)CCCC2)Nc1ccccc1Cl	0.5	-4	10	-1	4	2	8	4	2
COc1cc(OC)c(CN2CCc3c([nH]c4ccccc34)C2)cc1Br	0.6	-6	-63	9	-29	-10	44	-8	-3
O=C(COc1ccccc1)NCC(c1cccs1)N1CCOCC1 (configuration not stated)	-1.5	2	3	5	-4	1	3	2	0
COc1ccc(NC(=O)C23CC4CC(C2)CC(c2ccccc2)(C4)C3)c(OC)c1	1.7	0	2	14	1	2	13	0	7
CCCn1c(-c2cccs2)nc2ccccc21	-0.9	-6	-8	6	-9	-4	14	3	-3
COc1cccc(N2CC(=O)N(c3cccc(OC)c3)CC2=O)c1	-6.1	4	3	6	4	3	-2	2	1
COc1ccc(C2C3=C(CCCC3=O)Nc3n[nH]c(C)c32)cc1OC (configuration not stated)	-0.8	0	1	1	-3	0	2	3	9
CCOc1ccccc1COC(=O)c1cccc(-n2cnnn2)c1	-0.3	5	8	0	5	-1	2	4	-5
COc1ccc(CN2C(=O)NC(C)(c3ccc(C)cc3)C2=O)cc1F (configuration not stated)	2.2	7	1	-2	-4	-1	0	-12	-5
O=C(c1ccccc1Cl)N1CCn2c1nc1ccccc12	-0.6	5	2	1	5	6	0	0	6
CCOC(=O)C1CCCN(C(=O)c2ccc(CNS(=O)(=O)c3ccc(C)cc3)cc2)C1 (configuration not stated)	-0.5	5	-2	8	7	1	2	5	1
CCN(CC)C(=O)Nc1ccccc1C	-0.1	-4	4	4	4	-4	-1	2	5
Cc1cc2oc(=O)cc(-c3cc4ccccc4o3)c2cc1O	0.8	5	6	-7	10	-27	40	8	-25
Cc1c(C(=O)NCc2cccs2)oc2ccccc12	1.1	5	0	2	5	-5	2	1	4
O=C(CC1C(=O)NCCN1Cc1c(F)cccc1Cl)NCCCn1cccn1 (configuration not stated)	1.2	1	-4	2	6	-1	3	9	2
COc1ccc(N2C(=O)C3CCCN3C2c2ccc(C)cc2)cc1 (configuration not stated)	0.0	7	3	5	0	0	-2	0	0
O=C(CCCCCn1c(=O)[nH]c2ccsc2c1=O)NCc1cccs1	0.0	2	0	-3	4	11	5	-2	-2
COc1ccc(-n2c3c(c(=O)[nH]c2=O)C(NS(=O)(=O)c2ccc(Cl)cc2)(C(F)(F)F)C(=O)N3)cc1 (configuration not stated)	-1.0	5	2	-2	-2	-5	4	5	-2
Cc1ccc(C(=O)COC(=O)c2ccc(Cl)c(N)c2)s1	.	7	0	-2	-3	-4	0	-1	.
CC1CCCC(C)N1/N=C/c1cc(Br)cc(Br)c1O (configuration not stated)	-2.0	4	3	5	2	-2	6	3	-1
Clc1ccc(C2=NNC(=NCc3ccccc3)SC2)cc1	-0.8	-3	3	-1	-5	-8	-2	4	3
C=CCNC(=O)CCCc1ccccc1	-1.3	-4	0	0	0	1	-2	3	0
CN1/C(=C\C=C(C#N)C#N)C(C)(C)c2ccccc21	.	3	-38	-218	-16	22	6	-4	-52
CC(C)(C)n1nc2c(c1NC(=O)Cc1ccc(F)cc1)CSC2	-1.9	-8	3	7	1	-10	2	-3	-4
CS(=O)(=O)Cc1ccc(C(=O)Nc2cccc(-c3nc4ccccc4[nH]3)c2)cc1	-1.2	-10	3	-7	1	-37	14	0	-17
COc1ccc(NS(=O)(=O)c2cccc(C(=O)NNC(=O)c3ccc(Br)o3)c2)cc1	1.7	11	0	1	2	-8	1	3	0
COc1ccc(-c2cc(=O)c3cc(F)ccc3[nH]2)cc1	1.2	4	-3	2	-1	2	18	5	-1
CC(C)C(=O)NC(c1ccccc1Cl)c1c(O)ccc2ccccc12 (configuration not stated)	1.1	-15	7	3	-2	12	-2	3	5
CCOc1cc(C(=O)N(C)CC(=O)Nc2cccc3ccccc23)ccc1OC	.	-3	2	-3	-24	0	17	-14	.
Cc1nc2ccc(NC(=O)c3cccc(C(F)(F)F)c3)cc2o1	1.5	2	-2	4	-4	-4	11	4	0
CCc1nnc(SCc2ccc(C(=O)OC)o2)n1N	2.6	0	7	-5	-2	4	2	-1	3
CCCCCCSc1cccc(-c2nc3ccc(Cl)cn3c2NCc2ccccc2)c1	-0.9	8	4	2	7	-1	4	8	5
CCOC(=O)/C(C#N)=C/c1c[nH]c2ccccc12	-4.1	3	-4	-6	-6	3	6	-5	-3
NS(=O)(=O)c1ccc(CCNC(=O)C2CCN(S(=O)(=O)c3c(Cl)cccc3Cl)CC2)cc1	0.2	4	0	3	2	0	2	8	-3
COc1cc(NC(=O)COC(=O)/C=C/c2ccc(OC)c(OC)c2)cc(OC)c1	3.2	0	2	-1	-4	-15	3	-1	-5
NC(=O)c1nsc(C(=O)N(CCc2ccccc2)C(C(=O)NC2CCCC2)c2ccco2)c1N (configuration not stated)	2.1	-8	1	-6	7	-12	3	7	-6
Cc1ccc(Cn2ccc(NC(=O)c3noc4c3CCCC4)n2)cc1	-2.0	2	-6	3	-6	4	0	-5	-2
O=C(Nc1ccc(NC(=O)C2CCCCC2)cn1)c1ccco1	1.6	2	2	2	3	-8	6	1	5
O=C(Nc1ccc(C2=NCCN2)cc1)c1ccc(Cl)c(C(=O)Nc2ccc(C3=NCCN3)cc2)c1	6.5	-2	-4	.	-5	-6	-2	4	-3
CCCCc1nc2cc(C(=O)N3CCC[C@H]3CO)ccc2o1	1.6	6	2	4	2	-1	2	4	-1
COCCCn1c(C2CCCCC2)nc2oc3cc(OC)ccc3c(=O)c2c1=O	0.3	0	2	5	0	-7	-2	-1	3
Cn1cnnc1SCC(=O)Nc1cc(C(F)(F)F)ccc1N1CCOCC1	-3.3	3	-1	5	-3	-4	1	6	1
CCO[C@@H]1OC(C(=O)N2CCCCCCC2)=C[C@H](c2cn(C(C)=O)c3ccccc23)[C@H]1CCCO	-1.2	-1	0	2	0	-12	7	3	-2
O=C(NCc1cccs1)C(=O)NCC1OCCCN1S(=O)(=O)c1ccccc1 (configuration not stated)	.	5	4	10	0	4	-1	4	4

Sorted by value in MEX-5 binding (descending): three from the list above.
Molecule | MEX-5 binding
NC(=O)c1nsc(C(=O)N(CCc2ccccc2)C(C(=O)NC2CCCC2)c2ccco2)c1N (configuration not stated) | 2.1
CCO[C@@H]1OC(C(=O)N2CCCCCCC2)=C[C@H](c2cn(C(C)=O)c3ccccc23)[C@H]1CCCO | -1.2
Cn1cnnc1SCC(=O)Nc1cc(C(F)(F)F)ccc1N1CCOCC1 | -3.3

Marked active in PAFAH1B2 inh, of those listed so far:
smiles	MEX-5 binding	pPAFAH inh	GLD-1 TGE inh	PAFAH1B2 inh	MCL1 BIM primary	PME-1 primary	AHR act	Bcl-xL primary
COc1ccc(CNC(=O)C(=O)NCCC2CCCCN2S(=O)(=O)c2cccs2)cc1 (configuration not stated)	2.2	2	3	25*	2	-1	0	4

(next part)
SMILES	MEX-5 binding	pPAFAH inh	GLD-1 TGE inh	PAFAH1B2 inh	MCL1 BIM primary	PME-1 primary	AHR act	Bcl-xL primary	Fam108B counter
COc1ccc2nc(/C=N/NC(=O)CCCCCNC(=O)OC(C)(C)C)ccc2c1	-1.6	-6	9	3	-8	-4	10	-2	2
CC1COC(c2cccn2Cc2ccccc2Cl)=N1 (configuration not stated)	-0.5	3	-1	3	-2	-4	-1	1	-3
COc1ccc(CNC(=O)c2c([S-])n(-c3ccc(C)cc3)c3cccc[n+]23)cc1	2.0	3	-7	0	-26	3	0	-29	2
Cc1ccc(NC(C)c2cc(Cl)ccc2O)cc1 (configuration not stated)	0.1	0	3	28*	14	2	0	8	5
COc1cccc(C2C(C(N)=O)=C(C)Nc3nc(-c4cccc(Cl)c4)nn32)c1 (configuration not stated)	-1.6	1	16	1	4	-2	2	4	6
O=C(O)CSc1nc2c(c(C(F)(F)F)n1)CCc1ccccc1-2	1.3	3	0	0	8	7	0	0	1
Cc1ccc(C(C)NC(=O)c2ccco2)cc1C (configuration not stated)	-3.3	4	5	-1	-3	0	0	-2	-2
C/C(=N\NC(N)=S)c1ccccc1	-0.3	1	6	1	4	2	0	6	2
COc1ccc(OCC(=O)OC2CCN(C)CC2)cc1	-1.8	2	15	0	0	0	-3	1	8
Cn1cc(C(=O)N2CCN(c3cccc(Cl)c3)CC2)c(=O)c2cc(S(=O)(=O)N3CCOCC3)ccc21	-0.7	2	7	-1	3	3	-1	2	-1
O=C(C1=C(O)C(=O)N(CCN2CCOCC2)C1c1ccc(F)cc1)c1cc2ccccc2o1 (configuration not stated)	-3.4	6	-1	2	2	-3	2	12	0
O=C(COc1ccc(Cl)cc1)NNC(=O)CSc1nncs1	0.9	-1	3	12	-2	-3	0	1	6
O=C(Cn1nnc2ccccc21)c1ccccc1	-1.1	6	0	0	-6	1	-4	3	2
O=C(COC(=O)/C=C/c1ccc([N+](=O)[O-])cc1)NC(c1ccccc1)c1ccccc1	0.2	0	3	2	-7	-6	4	-1	-8
COc1ccccc1C(=O)N(C)CC(=O)Nc1ccc(N2CCOCC2)cc1	.	8	-2	5	-17	1	2	-11	.
CN(Cc1ccsc1)C(=O)CCc1nnc(Cc2c[nH]c3ccccc23)o1	0.9	1	-1	11	-4	2	5	1	4
COc1ccc(/C=C(\NC(=O)c2ccc(C)cc2)C(=O)NCCCn2ccnc2)cc1	3.0	3	8	2	6	-3	1	5	4
